Compound activity from PubChem BioAssay.
PTAP TSG101 blk – blocks PTAP/TSG101 interaction to inhibit HIV-1 budding; Q99816; Potency, µM (series often up to 115 µM), for inactives: at the highest dose activity change, negative = inhibition, actives largely listed as inhibitors; Fluorescence polarization, FITC-PTAP peptide / Tsg101 binding; 340,000 tested, under 10 active; AID 493005; active = well fitted inhibition curve with a large enough effect in the main read-out, with a control signal flat, not every such curve was filed as active; inconclusive = small, poorly fitted or top-dose-only effect, or effect the other way, or a change in a side signal; inactive = no such curve, though single readings can be large or run the other way; note: potency is the fitted concentration of half-maximal effect; % of control where 0% means no effect
Target sequence (Q99816 whole entry, looked up): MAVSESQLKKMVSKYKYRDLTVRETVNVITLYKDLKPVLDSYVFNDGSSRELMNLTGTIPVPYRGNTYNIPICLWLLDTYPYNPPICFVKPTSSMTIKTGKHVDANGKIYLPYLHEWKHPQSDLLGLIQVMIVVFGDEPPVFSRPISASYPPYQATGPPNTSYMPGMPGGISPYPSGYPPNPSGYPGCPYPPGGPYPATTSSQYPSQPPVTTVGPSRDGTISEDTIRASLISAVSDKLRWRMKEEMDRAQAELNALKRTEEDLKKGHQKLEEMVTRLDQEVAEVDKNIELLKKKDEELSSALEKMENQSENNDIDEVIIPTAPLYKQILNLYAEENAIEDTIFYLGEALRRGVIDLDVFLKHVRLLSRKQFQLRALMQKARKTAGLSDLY
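FP read-out: FITC-PTAP peptide, 50 nM final, binding Tsg101 binding domain, 10 uM final; 20 min, r.t.; 10 mM HEPES pH 7.5, 0.15 M NaCl, 0.01% Tween 20, 3 mM EDTA, 0.1 mM TCEP.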
a7 integrin act – integrin-mediated muscular dystrophy alleviation activation; alpha7betagal myoblasts, beta-gal FDG fluorescence, 48 h; Potency, µM (series often up to 38.3 µM), for inactives: top-dose activation, most hits filed as activators; 0.064% of 350,000 active; AID 624291;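 note: potency is the fitted concentration of half-maximal effect; 100% = response of the positive control SU9516; nearly all actives have a fitted effect of over 60% in size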
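Alpha7betagal+/- myoblasts (passage 13) were plated 16-24 hr, then exposed to compounds (1:260 dilution of DMSO stock) for 48 hours at 37C. After MPER lysis, β-galactosidase reporter activity was read as FDG fluorescence (ex 480/em 540) after 30 minutes.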
AT treatment – candidate therapy for ataxia-telangiectasia; 0.19% of 320,000 active; […] A-T fibroblasts, KAP-1 phosphorylation AlphaLISA; neocarzinostatin DNA damage 30 min before lysis; Potency, µM (doses to about 57.5 µM), for the others: top-dose activation, hits mostly activators; note: potency is the fitted concentration of half-maximal effect; % of control where 0% means no effect; nearly all actives have a fitted effect of over 45% in size
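hTERT-immortalized A-T patient fibroblasts ([…]), 500 cells/well in OPTI-MEM, 1% FBS, got compounds for 60 min, then NCS for 30 min at 37C. Lysates were then assayed for phospho-KAP-1 by AlphaLISA (anti-pKAP1 donor, anti-KAP1 acceptor beads), 6 hr at 25C.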
B2AR arrestin – beta2AR (human) beta-arrestin recruitment activity | P07550 | beta-arrestin recruitment to beta2AR, cell-based reporter | Potency, µM (series often up to 46.1 µM), without a hit: at the top dose activation, actives largely listed as activators | 0.02% of 330,000 active;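 note: potency is the fitted concentration of half-maximal effect; 0% = DMSO controls and full agonism = EC100 isoproterenol or metaproterenol; nearly all actives have a fitted effect of over 65% in size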
Target sequence (P07550 whole entry, looked up): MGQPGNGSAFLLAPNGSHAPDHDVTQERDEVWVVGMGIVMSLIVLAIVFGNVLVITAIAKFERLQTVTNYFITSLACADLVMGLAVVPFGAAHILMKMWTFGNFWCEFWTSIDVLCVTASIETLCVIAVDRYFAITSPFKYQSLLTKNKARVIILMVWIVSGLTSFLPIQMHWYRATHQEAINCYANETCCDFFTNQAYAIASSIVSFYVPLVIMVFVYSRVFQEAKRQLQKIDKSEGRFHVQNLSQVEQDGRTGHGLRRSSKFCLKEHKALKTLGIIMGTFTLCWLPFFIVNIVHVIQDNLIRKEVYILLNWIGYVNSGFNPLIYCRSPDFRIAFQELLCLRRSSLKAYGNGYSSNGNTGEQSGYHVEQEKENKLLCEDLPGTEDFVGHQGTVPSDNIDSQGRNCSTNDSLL
TCR act – activators of T cell receptors; primary human leukocytes, anti-CD3, IL-2 HTRF, 48 h; Potency, µM (highest dose often 9.22 µM), inactives show at the top dose activation of IL-2 secretion, most hits filed as activators; 330,000 tested, under 10 active; AID 504894; note: % of control where 0% means no effect
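Human primary leukocytes + a-CD3 beads + cpd, 48 hr; IL-2 in supernatant by HTRF (ex 320nm / em 665nm). No co-stimulatory signal supplied.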
p53 reactivator – re-activators of mutant p53. 0.063% of 320,000 active. H1299 p53-A138V BP100-luciferase reporter, luminescence, 24 h. AID 504706. Potency, µM (series often up to 92.2 µM), for the others: at the highest dose activity change, positive = activation, hits mostly activators; note: potency is the fitted concentration of half-maximal effect; % of control where 0% means no effect; nearly all actives have a fitted effect of over 45% in size
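H1299 (p53-null), stable ts p53-A138V + BP100-Luc; 1000 cells/well, Opti-MEM/10% FBS; cpd 4 pt, 1:5; 24 h, 37 deg C, 5% CO2; detection reagent 10 min RT; luminescence.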
ELG1 repair inh – inhibitors of ELG1-dependent DNA repair in HEK293T cells. HEK293T ELG1-luciferase reporter, luminescence, 16 h; DNA damage induced by 5-fluorouridine. Potency, µM (doses to about 46.1 µM), for the others: top-dose activity change, negative = inhibition, usual class: inhibitors. 2.3% of 330,000 active. AID 504467; note: potency is the fitted concentration of half-maximal effect; % is set by controls: 0 for no effect and ±100 for the full control effect; nearly all actives have a fitted effect of over 55% in size
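Luminescence from the luciferase reporter, measured 30 min after ONE-Glo reagent at room temperature, was the read-out. Beforehand, 2,000 cells per well were exposed for 16 hr at 37 °C to 5-fluorouridine together with compound or vehicle.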
MLL CXXC-DNA inh – blocks binding of human MLL CXXC domain to DNA | Q03164 | MLL-CXXC / FITC-HOXA9 DNA fluorescence polarization | Potency, µM (titrated, usually from 115 µM), inactives show top-dose activity change, negative = inhibition, usual class: inhibitors | 0.037% of 290,000 active; active = well fitted inhibition curve with a large enough effect in the polarisation, with a control signal flat, not every such curve was filed as active; inconclusive = small, poorly fitted or top-dose-only effect, or effect the other way, or a change in a side signal; inactive = no such curve, though single readings can be large or run the other way; the % refers to the polarisation; note: potency is the fitted concentration of half-maximal effect
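Purified MLL-CXXC (added from a 7 uM solution) was preincubated 5 min at ambient with pinned compounds in 50 mM Tris-HCl pH 7.5, 50 mM NaCl, 1 mM DTT, 0.05% BSA. Fluorescein-labeled HOX-A9 DNA (50 nM solution) followed, 30 min, then polarization read.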
TRPV1 agonist – agonists of human vanilloid receptor 1 (TRPV1); TRPV1-expressing cells, Fluo-8 calcium influx, agonist mode; Q8NER1; 0.19% of 320,000 active; activation, % at 8.33 µM; AID 540275; in the data active = activation above about 80%; inconclusive = between about 30% and that limit; note: 0% is about no effect
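TRPV1-expressing cells were cultured overnight at 35.5C and loaded with Fluo-8 calcium dye for 40 to 90 min at room temperature. After a 10 s baseline, compound was added and calcium influx was read kinetically for 3 min (ex 480/em 520 nm).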
BRCA1 expr act – increases BRCA1 expression; MCF7-BRCA1-FFLuc reporter, luminescence, 48 h; response scale: scaled: vehicle 0%, 10 µM genistein 100%; Potency, µM (top dose mostly 46.1 µM), inactives show top-dose activation, actives largely listed as activators; 1.1% of 380,000 active; note: potency is the fitted concentration of half-maximal effect; nearly all actives have a fitted effect of over 80% in size; some results filed as inactive show a strong effect at the top dose
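Using MCF7 cells harboring a BRCA1 firefly luciferase reporter, plated 2 h before compound pinning, the screen measured luminescence after 48 h incubation. Responses were normalized to DMSO and 10 microM genistein, then fitted for concentration-effect.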
* hit, by the source's call; ? = inconclusive; / = no result given; [ ] = another dose, or the depositor's remark. Unless noted, calls come from the whole dose curve; as a rule, active = well fitted curve in the direction sought with a large enough effect; inconclusive = small, poorly fitted or top-dose-only effect, or another doubt; inactive = no such curve, though single readings can be large; an effect the other way counts as inactive or inconclusive. Outcome played no part in choosing rows, and some 3.8% of all compounds hit somewhere here.

canonical_smiles,MLL CXXC-DNA inh,AT treatment,B2AR arrestin,ELG1 repair inh,TCR act,BRCA1 expr act,a7 integrin act,p53 reactivator,PTAP TSG101 blk,TRPV1 agonist
CCN1CCN(c2cc(C(C)C)nc3c(-c4ccccc4)c(C)nn23)CC1,-12%,4%,-0.7%,?,6%,-46%,-69%[inhibitor],-4%,-2%,?
FC(F)(F)c1cc(C(F)(F)F)c2ccc(N3CCN(c4ccccc4)CC3)nc2n1,-23%,-1%,0.8%,6%,0%,10%,16%,6%,-4%,2
CC(=O)Nc1cccc(N2C(=O)CCC2=O)c1,2%,-7%,0.3%,?,5%,-7%,26%,-15%,1%,-1
S=C(Nc1ccc(Oc2ccccc2)cc1)Nc1cccnc1,6%,6%,-0.2%,13%,2%,41%,?,18%,-4%,?
C=CCn1c(SCC(=O)OC)nc2sc3c(c2c1=O)CCN(C)C3,1%,7%,-0.5%,-2%,/,/,/,-8%,/,-1
CS(=O)(=O)N(CC(=O)N1CCN(c2ccc(F)cc2)CC1)C1CCCCC1,-17%,-1%,0.3%,?,/,0%,14%,-13%,-2%,1
OC(CNCC1(N2CCCCC2)CCCCC1)COc1ccc(Cl)cc1Cl (stereo not given),-1%,-1%,0.0%,?,8%,-56%,-63%[inhibitor],-10%,-3%,3
COc1ccc(-c2nc(CS(=O)CC(=O)NCc3ccccc3)c(C)o2)cc1OC (stereo not given),15%,1%,0.1%,-2%,5%,-1%,-24%,-8%,-11%,7
CC(c1ccccc1)N1CC(C(=O)N2CCN(c3ccc(F)cc3)CC2)CC1=O (stereo not given),2%,/,/,/,-5%,-14%,-11%,/,-7%,4
CC(C)(C)c1ccc(C(=O)Nc2cccnc2)cc1,2%,11%,-0.6%,?,-5%,12%,6%,/,-3%,94*
N#C/C(C(=O)NCc1ccccc1)=C1\SC(CCO)C(=O)N1c1ccccc1 (stereo not given),10%,/,-0.4%,/,6%,14%,9%,/,-4%,7
COc1ccc(-c2cc(C(F)(F)F)n3nc(C)cc3n2)cc1,-1%,-1%,-1.2%,5%,2%,-6%,5%,1%,-2%,/
Cc1ccc(S(=O)(=O)CCc2nc3ccccc3[nH]2)cc1,5%,11%,0.1%,-3%,-2%,-12%,-24%,3%,-2%,0
CCOc1ccc(NC(=O)CSc2nnc(C3CC3)n2C)cc1S(=O)(=O)N1CCCCC1,/,-13%,6.6%,6%,-2%,-10%,0%,-6%,-4%,-7
COc1ccc(C(=O)NNC(=O)Cn2nnc(-c3ccc(OC)c(OC)c3)n2)cc1,-21%,2%,-0.2%,-1%,-7%,9%,-22%,0%,0%,-2
CCC(C)n1cnc2c(=O)oc3ccccc3c21 (stereo not given),-4%,/,-1.0%,10%,-2%,2%,-32%,-3%,-9%,-7
CC(C)C(C)N(Cc1cccc(C(=O)O)c1)C(=O)c1ccc2ccccc2n1 (stereo not given),/,/,/,/,-5%,-5%,-23%,/,0%,/
CCCOc1cccc(C(=O)Nc2cccc3ncccc23)c1,-6%,-5%,0.3%,-22%,-5%,-5%,-1%,-17%,-4%,3
CC(=O)c1ccc(N2CCN(S(=O)(=O)c3ccc4ccccc4c3)CC2)cc1,/,-12%,0.0%,10%,-1%,-17%,-37%,17%,0%,-6
O=C1CC(=O)Nc2cc(S(=O)(=O)Nc3ccc(F)cc3Cl)ccc2N1,/,-1%,0.2%,-1%,8%,5%,0%,2%,-4%,-1
Cc1ccc(NC(=S)/N=C(\N)Nc2nc(C)c3ccccc3n2)cc1C,5%,-2%,0.3%,?,7%[46.1 µM],-78%,-17%,?,-1%,-3
O=[N+]([O-])c1cccc(-c2n[nH]c(=S)n2-c2ccccc2)c1,8%,-11%,-0.6%,-8%,-1%,0%,1%,8%,1%,0
CCn1c(CC(=O)Nc2ccc(C)c(Cl)c2)nnc1SCCOc1ccc(OC)cc1,14%,2%,-0.3%,6%,-4%,2%,7%,0%,-4%,4
COc1ccc(CCNC(=O)CN(c2cc([N+](=O)[O-])ccc2OC)S(C)(=O)=O)cc1OC,-1%,-5%,-0.2%,7%,9%,31%,12%,-2%,-1%,7
CCOC(=O)c1sc2nc(CC(=O)OC)nc(NCc3ccco3)c2c1C,5%,9%,-0.7%,?,-1%,-16%,-7%,1%,-5%,6
O=C(Nc1ccc(NC(=S)NC(=O)c2cccs2)cc1)c1ccco1,3%,7%,0.5%,-5%,10%,34%,6%,2%,-3%,2
COCCNC(=O)c1c(CS(=O)(=O)c2ccccc2)noc1C(=O)NCc1ccccc1,/,10%,-3.7%,25%,-1%,-8%,-6%,21%,-3%,-2
Cc1ccc(NC(=O)CSc2nnc([C@@H]3CCCN3C(=O)OC(C)(C)C)o2)c(C)c1,-4%,4%,-0.1%,-9%,-2%,1%,-27%,7%,-9%,-2
CCOc1ccc(NC(=O)C2C3C=CC4(CN(C(C(=O)OC)C(C)C)C(=O)C24)O3)cc1 (stereo not given),8%,-1%,-0.5%,15%,11%,-8%,-1%,-6%,0%,-8
O=C(CCc1ccccc1)Nc1ccc2ccccc2n1,-4%,-2%,-0.1%,?,-1%,7.1µM*,15%,?,1%,25
Cc1ccc(C)c(OCC(=O)OCC(=O)Nc2c(C)nn(-c3ccccc3)c2C)c1,/,-6%,-1.7%,-4%,-2%,-1%,5%,2%,-5%,4
CCOC(=O)N1CCN(C(=O)C2CCN(c3ncnc4c3sc3cccc(F)c34)CC2)CC1,7%,0%,-0.3%,?,3%,-72%,-51%[inhibitor],-5%,-4%,7
CCOC(=O)C1(Cc2cccc(F)c2)CCN(Cc2cnn(CC)c2)CC1,-14%,2%,0.0%,-6%,2%,0%,-29%,0%,-1%,2
Cc1cn(CC(=O)NCC2CCCO2)c(=O)[nH]c1=O (stereo not given),/,/,/,/,2%,0%,21%,/,0%,/
CCCOC1CCCN(C(=O)c2ccc(OC3CCN(C(=O)CCOC)CC3)cc2)C1 (stereo not given),10%,5%,0.1%,?,-25%,-3%,-6%,15%,/,1
CC(C)CN(C(=O)CSc1nncn1-c1ccccc1)c1c(N)n(CC(C)C)c(=O)[nH]c1=O,2%,0%,-0.1%,17%,-32%,11%,-3%,2%,-3%,-2
COc1coc(C(O)C[N+](=O)[O-])cc1=O (stereo not given),-2%,-5%,-4.7%,9%,-2%[46.1 µM],-1%,?,-2%,-2%,2
COc1ccc(CNC(=S)NCc2ccc(OC(C)C)cc2)cc1,3%,-11%,-1.1%,-1%,1%[46.1 µM],2%,1%,13%,1%,?
NC(=O)CC(NC(=O)Cc1ccc(Br)cc1)c1ccc(NCCOc2ccccc2)c([N+](=O)[O-])c1 (stereo not given),3%,-36%,-0.6%,-6%,10%,-8%,-7%,-3%,-1%,2
CC(=O)Nc1ccc2c(CN3C(=O)NC(C)(c4ccc(C)cc4)C3=O)cc(=O)oc2c1 (stereo not given),9%,-2%,-1.0%,-13%,1%,-5%,5%,-1%,-5%,-6
CCOC(=O)N1CCC(NC(=O)c2cc3c(-c4ccc(Cl)cc4)nn(C)c3s2)CC1,-4%,1%,-0.4%,4%,-1%[46.1 µM],0%,12%,4%,1%,0
O=C(Cc1ccc2c(c1)OCCO2)N1CCN(S(=O)(=O)c2cccc(C(F)(F)F)c2)CC1,6%,9%,-0.8%,7%,-2%,-3%,-5%,-1%,-2%,2
COc1ccc(NC(=O)CSc2nnc3ccc(-c4ccccn4)nn23)cc1,/,-1%,-0.2%,-10%,-2%,-10%,0%,5%,1%,3
COCc1cc(=O)[nH]c(/N=C(\N)Nc2ccc(C)cc2C)n1,-16%,-3%,-0.9%,1%,0%,-10%,18%,-2%,2%,-2

Reformatted field by field: 2 of the compounds above
O=C(Cc1ccc2c(c1)OCCO2)N1CCN(S(=O)(=O)c2cccc(C(F)(F)F)c2)CC1
  MLL CXXC-DNA inh: 6%	AT treatment: 9%	B2AR arrestin: -0.8%	ELG1 repair inh: 7%	TCR act: -2%	BRCA1 expr act: -3%	a7 integrin act: -5%	p53 reactivator: -1%	PTAP TSG101 blk: -2%	TRPV1 agonist: 2
CCOC(=O)N1CCN(C(=O)C2CCN(c3ncnc4c3sc3cccc(F)c34)CC2)CC1
  MLL CXXC-DNA inh: 7%	AT treatment: 0%	B2AR arrestin: -0.3%	ELG1 repair inh: ?	TCR act: 3%	BRCA1 expr act: -72%	a7 integrin act: -51%[inhibitor]	p53 reactivator: -5%	PTAP TSG101 blk: -4%	TRPV1 agonist: 7
